High-throughput results (PubChem BioAssay)
14-3-3g Raf: modulators of 14-3-3 gamma protein binding, primary screen, biochemical, fluorescence polarization | inhibition, % at 40 µM | 0.19% of 160,000 active | FP, 14-3-3gamma / TMR-pS259-Raf peptide binding | 14-3-3 protein gamma (Homo sapiens), P61981; in the data active = inhibition above about 30%;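 also: 0% = protein plus tracer without compound and 100% = blank with tracer alone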
Target sequence (P61981 whole entry, looked up): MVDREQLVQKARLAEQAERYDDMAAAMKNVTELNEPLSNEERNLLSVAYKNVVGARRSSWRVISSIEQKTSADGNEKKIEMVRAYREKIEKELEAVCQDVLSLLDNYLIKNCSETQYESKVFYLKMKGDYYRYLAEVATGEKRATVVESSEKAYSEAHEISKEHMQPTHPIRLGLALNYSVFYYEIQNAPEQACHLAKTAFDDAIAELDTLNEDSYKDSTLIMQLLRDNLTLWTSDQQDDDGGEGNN
* hit, by the source's call; & = joins results of further samples. A portion of the library. The share of hits here may be higher or lower than overall.

For Cc1cc(=O)oc(C)c1C(=O)N[C@@H]1CCCCNC1=O the results were 14-3-3g Raf -10.
Screening CCOC(=O)C1CCN(C(=O)c2cccnc2)CC1 returned 14-3-3g Raf -7.
For Cc1nc2ccccc2c(=O)n1N the results were 14-3-3g Raf 1.
Screening Cc1ccc(NC(=O)c2nn(C)cc2Br)cc1C returned 14-3-3g Raf 2.
`CC(Nc1cc(N2CCN(C(=O)c3ccccc3Br)CC2)ccc1[N+](=O)[O-])c1ccccc1` (stereo unspecified) gave 14-3-3g Raf -12.
For CCN(CC)S(=O)(=O)c1ccc2[nH]cc(C(=O)NCC3CCCO3)c(=O)c2c1 (stereo unspecified) the results were 14-3-3g Raf -2.
`C=CCn1c(SCC(=O)O)nnc1-c1cccc(Cl)c1` gave 14-3-3g Raf -4.
`Cc1cc(NC(=O)Cn2cnc3c(cnn3C(C)(C)C)c2=O)no1` gave 14-3-3g Raf -6.
For COC(=O)c1cc(NC2c3ccccc3C(=O)N2c2cccnc2)cc(C(=O)OC)c1 (stereo unspecified) the results were 14-3-3g Raf 0.
CCC1Oc2ccc(C)cc2N(CC(=O)N2CCCCC2)C1=O (stereo unspecified) was read as 14-3-3g Raf 3.
`Cc1ccc(C)c(NS(=O)(=O)c2ccc3c(c2)c(=O)n(C)c(=O)n3C)c1` gave 14-3-3g Raf -9.
Screening O=C1C2C3C=CC(C3)C2C(=O)N1c1ccc(N2C(=O)C3C4CCC(C4)C3C2=O)cc1 (stereo unspecified) returned 14-3-3g Raf 1.
`COc1cccc(NC(=O)C2CCN(S(C)(=O)=O)CC2)c1` gave 14-3-3g Raf -5.
For CCCC(=O)NC(c1ccccc1OC)c1cc([N+](=O)[O-])c2cccnc2c1O (stereo unspecified) the results were 14-3-3g Raf -27.
`Cc1c(C(=O)NCCC2=CCCCC2)oc2ccc(S(=O)(=O)N3CCCCC3)cc12` gave 14-3-3g Raf 4.
Screening COc1ccc(N(C)C(=O)Cn2ncc3c(=O)oc4ccccc4c32)cc1 returned 14-3-3g Raf 3.
`CCN(CC)C(=O)c1c(NC(=O)c2ccco2)sc2c1CCCC2` gave 14-3-3g Raf -7.
For CN(C)CCCNc1nc(-c2ccccc2)c2c(c1C#N)CC(C)(C)OC2 the results were 14-3-3g Raf -22.
For Cc1[nH]c2ccc(Cl)cc2c(=O)c1CN(C)Cc1ccccc1 the results were 14-3-3g Raf -6.
For O=C(NCC1CCCO1)c1n[nH]c(=O)c2ccccc12 (stereo unspecified) the results were 14-3-3g Raf -3.
Screening O=C(Nc1sc2c(c1C(=O)Nc1ccc(Br)cc1)CCCCC2)c1cccnc1 returned 14-3-3g Raf -42.
Cc1ccc2nc3c(cc2c1)CN(Cc1ccco1)C(=NCC1CCCO1)S3 (stereo unspecified) was read as 14-3-3g Raf -5.
Screening Cc1cccn2c(=O)cc(O)nc12 returned 14-3-3g Raf -7.
Screening COc1ccc(CNCCNC(=O)c2nonc2N)cc1OC returned 14-3-3g Raf 4.
For O=C1NC2=C(C(=O)c3ccccc32)C(c2ccccc2)S1 (stereo unspecified) the results were 14-3-3g Raf 3.
For Fc1ccc(Nc2nc(-c3ccc(Cl)cc3)cs2)cc1 the results were 14-3-3g Raf -2.
`COc1ccc(OC)c(N(CC(=O)NC2CCCC2)S(=O)(=O)c2ccccc2)c1` gave 14-3-3g Raf 2.
Screening O=C(NCCC1=CCCCC1)NC1CCCCC1 returned 14-3-3g Raf 3.
O=C(CCc1ccccc1)Nc1ccc(NC(=O)c2ccco2)nc1 was read as 14-3-3g Raf 8.
`Cc1nnc(SCC(=O)N2CCOCC2)n1C` gave 14-3-3g Raf 6.
Screening CC(Sc1nc(N)cc(=O)[nH]1)C(=O)NC1CCCCC1 (stereo unspecified) returned 14-3-3g Raf -3.
`C=C1N(c2ccc(Cl)cc2)C(=O)OC1(C)C` gave 14-3-3g Raf 12.
`CC1CCCC(C)N1C(=O)c1cc(-c2cccc(Cl)c2)on1` (stereo unspecified) gave 14-3-3g Raf 3.
Cc1cc(NC(=O)Cc2c(C(=O)O)[nH]c3ccc(Cl)cc23)no1 was read as 14-3-3g Raf -10.
For Cc1cc(Br)ccc1NC(=O)CCN1C(=O)c2ccncc2C1=O the results were 14-3-3g Raf -5.
For CCC(C)NC(=O)CCNC(=O)c1ccc2c(c1)OCO2 (stereo unspecified) the results were 14-3-3g Raf -3.
Screening Cc1cccc(NC(=O)c2ccccc2Br)n1 returned 14-3-3g Raf 3.
For OCCN(Cc1ccccc1)CC1CC2C=CC1C2 (stereo unspecified) the results were 14-3-3g Raf -3.
`O=S(=O)(Cc1ccccc1Cl)Nc1ccccn1` gave 14-3-3g Raf -1.
`Cc1ccc2c(C(=O)CN3CCOCC3)c(C)[nH]c2c1` gave 14-3-3g Raf -6.
`COc1cc(Br)c(C2Nc3ccccc3-c3nnc(SC)nc3O2)cc1OC` (stereo unspecified) gave 14-3-3g Raf -1.
Screening COc1ccc(NC(=O)C2CCCN(S(=O)(=O)c3c(C)n[nH]c3C)C2)cc1 (stereo unspecified) returned 14-3-3g Raf 1&-15.
`CCn1cc(S(=O)(=O)CC(=O)Nc2cccc(C)c2C)c2ccccc21` gave 14-3-3g Raf 3.
Cc1ccc(C(c2ccc(Br)cc2)c2ccc(C)o2)o1 was read as 14-3-3g Raf -12.
Screening Cc1ccc(N2CC(C(=O)Nc3ccc(N4CCC(C)CC4)cc3)CC2=O)cc1 (stereo unspecified) returned 14-3-3g Raf -74.
`CC(C(=O)NCc1ccc(Cl)cc1)N(c1ccccc1)S(C)(=O)=O` (stereo unspecified) gave 14-3-3g Raf -6.
Cc1ccc(C(C(=O)NC2CCCCC2)N(C)Cc2ccccc2)cc1 (stereo unspecified) was read as 14-3-3g Raf -6.
Screening COCCCn1c(SCc2cc(=O)[nH]c3ccccc23)nnc1-c1ccco1 returned 14-3-3g Raf -5.
`COc1cc(-n2c(=O)c3ccccc3n(Cc3ccc(Cl)cc3)c2=O)cc(OC)c1OC` gave 14-3-3g Raf -3.
O=C(Cc1ccc(-n2c(=O)[nH]c3ccccc3c2=O)cc1)NCCCN1CCN(c2cccc(Cl)c2)CC1 was read as 14-3-3g Raf -6.
For CCCCCC12CCC(O)(CC1)CC2 the results were 14-3-3g Raf 0.
CCc1ccc(NC(=O)CCn2c(=S)oc3ccccc32)cc1 was read as 14-3-3g Raf -3.
O=C(Oc1ccnc2cc(Cl)ccc12)N1CCCCCC1 was read as 14-3-3g Raf 4.
`NC(=O)c1sc2sc(C(N)=O)c(N)c2c1N` gave 14-3-3g Raf -23.
CCc1ccc(N(C)S(=O)(=O)c2ccc3[nH]cc(C(=O)N4CCN(c5ccccc5)CC4)c(=O)c3c2)cc1 was read as 14-3-3g Raf -4.
CC1CCN(CC(=O)N2c3ccccc3CCc3ccccc32)CC1 was read as 14-3-3g Raf 3.
O=C(CCC1CCCC1)Nc1c2c(nn1-c1cccc(Cl)c1)CS(=O)(=O)C2 was read as 14-3-3g Raf -7.
For Cn1c(=O)oc2cc(S(=O)(=O)NCc3ccccn3)ccc21 the results were 14-3-3g Raf 2&-10.
For COc1ccc(-c2ccc3c(N)c(C(=O)Nc4ccc(Cl)cc4)sc3n2)cc1 the results were 14-3-3g Raf -23.
COCCN1C=C(C(=O)OC)C(c2ccc(OC)c(OC)c2)C(C(=O)OC)=C1 was read as 14-3-3g Raf 4.
Cc1ccc(-n2c(SCC(=O)Nc3cccc(F)c3)nc3c(c2=O)SCC3)cc1 was read as 14-3-3g Raf -19.
O=C1C2CCCCC2C(=O)N1c1ccc(NCc2cccc(F)c2)c([N+](=O)[O-])c1 (stereo unspecified) was read as 14-3-3g Raf 0.
`O=C(C1CCN(S(=O)(=O)c2cnc[nH]2)CC1)N1CCN(c2ncccn2)CC1` gave 14-3-3g Raf 2.
`CCn1c(N2CCN(CC(=O)Nc3cccc(C)c3C)CC2)nc2ccccc21` gave 14-3-3g Raf -2.
`O=c1c(/C=N/O)coc2ccc3ccccc3c12` gave 14-3-3g Raf -3.
CCN1CCN(S(=O)(=O)c2ccc3c4c(cccc24)C(=O)N3CC)CC1 was read as 14-3-3g Raf 5.
Screening Cc1ccc(C2C3=C(CCCC3=O)Nc3nc(SCC(C)C)[nH]c(=O)c32)cc1 (stereo unspecified) returned 14-3-3g Raf -7.
COc1ccc(C(=O)Nc2ccc(S(=O)(=O)Nc3nccnc3OC)cc2)cc1OC was read as 14-3-3g Raf -3&-3.
For Cc1ccc(-n2ncc(C(=O)NCc3ccc4c(c3)OCO4)c2NC(=O)c2ccco2)cc1C the results were 14-3-3g Raf 0.
For O=C(NCc1cccnc1)C1c2ccccc2C(=O)N1Cc1ccco1 (stereo unspecified) the results were 14-3-3g Raf -5.
Screening O=C(O)CCn1c(SCc2nc3ccccc3[nH]2)nc2ccsc2c1=O returned 14-3-3g Raf -14.
For COC(=O)COc1ccc2c(=O)c(Oc3cc(C)c(Cl)c(C)c3)coc2c1 the results were 14-3-3g Raf -62.
`CCOC(=O)c1cc(Br)ccc1O` gave 14-3-3g Raf -18.
For CC1=C(C(=O)Nc2ccccc2F)C(c2ccccc2Cl)C2=C(CCCC2=O)N1 (stereo unspecified) the results were 14-3-3g Raf 1.
For C=CCOn1c(=O)c(=O)n(OCc2ccccc2)c2ccccc21 the results were 14-3-3g Raf -8.
For Cc1c(C(=O)O)[nH]c2c1C(=O)CC(c1ccccc1)C2 (stereo unspecified) the results were 14-3-3g Raf 0.
Screening O=c1c2c3c(sc2ncn1Cc1ccc(Cl)cc1)CCCC3 returned 14-3-3g Raf -2.
COc1cc(C(=O)n2nc(C)c(Sc3ccc(Cl)cc3)c2C)cc(OC)c1OC was read as 14-3-3g Raf 2.
`O=C1C=C(c2ccccc2)C(O)(c2ccccc2)C1` (stereo unspecified) gave 14-3-3g Raf -2.
`O=C(Sc1ccc(Oc2ccc(SC(=O)c3ccco3)cc2)cc1)c1ccco1` gave 14-3-3g Raf 1.

An excerpt from above in order of heavy-atom count, low to high.
Screening O=C(O)CCn1c(SCc2nc3ccccc3[nH]2)nc2ccsc2c1=O returned 14-3-3g Raf -14.
For COC(=O)COc1ccc2c(=O)c(Oc3cc(C)c(Cl)c(C)c3)coc2c1 the results were 14-3-3g Raf -62.
COc1cc(C(=O)n2nc(C)c(Sc3ccc(Cl)cc3)c2C)cc(OC)c1OC was read as 14-3-3g Raf 2.

Following part:
`CCOC(=O)c1cnc(-c2ccccc2)nc1Nc1ccc(OC)cc1` gave 14-3-3g Raf 4.
`COc1ccc(N2C(=O)CCC(C(=O)Nc3cccc(C)n3)C2c2ccc(OC)c(OC)c2)cc1` (stereo unspecified) gave 14-3-3g Raf 1.
Screening COc1ccc(-c2noc(CCC(=O)Nc3ccc(C)c(C)c3)n2)cc1 returned 14-3-3g Raf 4.
For Cc1ccc2oc(=O)c3cnn(CC(=O)NCCCOC(C)C)c3c2c1 the results were 14-3-3g Raf -3.
Screening O=C(CN(Cc1ccccc1)S(=O)(=O)c1ccc(F)cc1)NC1CCCCC1 returned 14-3-3g Raf 5.
Screening COc1cc(-c2nc3ccccc3c(=O)n2CC(=O)Nc2ccc(C)c(F)c2)cc(OC)c1OC returned 14-3-3g Raf -9.
For COc1ccc2nc(NC(=O)COC(=O)c3ccccc3Br)sc2c1 the results were 14-3-3g Raf -8.
For C=CCNC(=O)C(=O)Nc1ccccc1F the results were 14-3-3g Raf 6.
For CC1(C)Cc2c(C#N)c(N3CCN(C(=O)c4ccco4)CC3)nc(Cc3ccccc3)c2CO1 the results were 14-3-3g Raf -4.
For CCC(CC)C(=O)Nc1c2c(nn1-c1ccccc1C)CSC2 the results were 14-3-3g Raf -3.
For Cn1c(=O)c2c(nc(SCC(=O)NC(C)(C)C)n2Cc2cccc(Cl)c2)n(C)c1=O the results were 14-3-3g Raf -7.
COc1ccc(C(c2nnnn2C(C)(C)C)N2CCN(C)CC2)cc1OC (stereo unspecified) was read as 14-3-3g Raf -3.
For CSc1ccccc1NC(=O)Cn1c2ccccc2c(=O)c2ccc(Cl)cc21 the results were 14-3-3g Raf -4.
O=C(NC1CCCCCC1)c1nnc(Cc2ccc(Cl)cc2)o1 was read as 14-3-3g Raf -7.
For CCc1c(C)nc(SCCOc2ccc(OC(C)C)cc2)[nH]c1=O the results were 14-3-3g Raf 10.
`Cn1ncc([N+](=O)[O-])c1CC(=O)O` gave 14-3-3g Raf 1.
For COC(=O)c1c(NC(=O)CN2CCN(c3ccccc3)CC2)c2c(C)cccc2n1C the results were 14-3-3g Raf -8.
COC(=O)c1sc(-c2ccccc2)cc1NC(=O)c1ccc(S(=O)(=O)N2CC3(C)CC2CC(C)(C)C3)cc1 (stereo unspecified) was read as 14-3-3g Raf -3.
`CCOC(=O)c1cnc2ccc(OC)cc2c1Nc1ccc(C(=O)OC)cc1` gave 14-3-3g Raf -1.

Entries above that have an aryl thioether with sulfur outside any ring (12):
`C=CCn1c(SCC(=O)O)nnc1-c1cccc(Cl)c1` gave 14-3-3g Raf -4.
`Cc1nnc(SCC(=O)N2CCOCC2)n1C` gave 14-3-3g Raf 6.
Screening CC(Sc1nc(N)cc(=O)[nH]1)C(=O)NC1CCCCC1 (stereo unspecified) returned 14-3-3g Raf -3.
`COc1cc(Br)c(C2Nc3ccccc3-c3nnc(SC)nc3O2)cc1OC` (stereo unspecified) gave 14-3-3g Raf -1.
Screening COCCCn1c(SCc2cc(=O)[nH]c3ccccc23)nnc1-c1ccco1 returned 14-3-3g Raf -5.
Cc1ccc(-n2c(SCC(=O)Nc3cccc(F)c3)nc3c(c2=O)SCC3)cc1 was read as 14-3-3g Raf -19.
Screening Cc1ccc(C2C3=C(CCCC3=O)Nc3nc(SCC(C)C)[nH]c(=O)c32)cc1 (stereo unspecified) returned 14-3-3g Raf -7.
Screening O=C(O)CCn1c(SCc2nc3ccccc3[nH]2)nc2ccsc2c1=O returned 14-3-3g Raf -14.
COc1cc(C(=O)n2nc(C)c(Sc3ccc(Cl)cc3)c2C)cc(OC)c1OC was read as 14-3-3g Raf 2.
For Cn1c(=O)c2c(nc(SCC(=O)NC(C)(C)C)n2Cc2cccc(Cl)c2)n(C)c1=O the results were 14-3-3g Raf -7.
For CSc1ccccc1NC(=O)Cn1c2ccccc2c(=O)c2ccc(Cl)cc21 the results were 14-3-3g Raf -4.
For CCc1c(C)nc(SCCOc2ccc(OC(C)C)cc2)[nH]c1=O the results were 14-3-3g Raf 10.
